Growth percent in the NCI-60 one-dose screen (48 h, 10 µM unless noted): 100 = growth as untreated, 0 = no growth, -100 = all killed.
BT-549: BT-549 breast cancer; actives 4.4% (n = 78,000); AID 1794793
MDA-MB-231: MDA-MB-231 breast cancer; actives 5% (n = 81,000)
K-562: K-562 leukemia; AID 1794777; actives 7.4% (n = 78,000)
MDA-MB-468: MDA-MB-468 breast cancer. actives 8.5% (n = 78,000)
MDA-MB-435: MDA-MB-435 melanoma; actives 7.8% (n = 82,000); AID 1794794
SR: SR leukemia cells | actives 8.7% (n = 73,000) | AID 1794780
MOLT-4: MOLT-4 leukemia cells. actives 6.9% (n = 80,000). AID 1794779
MCF7: MCF7 breast cancer; actives 6.3% (n = 82,000)
Starred values were filed as active, the others as inactive; . = no result given; & = joins results of further samples. How the source made its calls: active means growth percent below 10; inactive means the rest.

The line under a structure holds: MCF7, MOLT-4, K-562, MDA-MB-468, MDA-MB-435, BT-549, MDA-MB-231, SR
> CC(C)CC(NC(=O)OCc1ccccc1)C(=O)NC(Cc1c[nH]c2ccccc12)C(=O)O (centres undefined)
→ 94.4, 88.5, 114.7, 112.6, 112.8, 97.9, 118.9, 77.0
> N#Cc1ccccc1Cn1c2nc(=N)c3ccccc3c-2nc2ccccc21
→ 34.7, ., ., 24.3, 70.0, 88.0, 41.8, .
> N#CCc1nc2c(-c3nc4ccccc4s3)c(Nc3ccccc3)sc2c(=O)[nH]1
→ 77.2, 87.6, 95.7, 93.9, 108.5, 105.9, 76.0, 75.5
> O=C(O)C(=O)Cc1ccc(Br)cc1[N+](=O)[O-]
→ 96.0, 113.4, 109.4, 105.8, 104.5, 92.0, 83.7, 100.8
> CCOC(=O)C1CN(C(=O)OCC)C/C1=N/NC(N)=O (centres undefined)
→ 97.2, 92.9, 95.0, 103.2, 109.2, 95.0, 121.6, 99.4
> COc1ccc(/C=C/c2c(C(=O)O)cccc2[N+](=O)[O-])c(OC)c1
→ 97.1, 98.6, 88.1, 114.0, 108.8, 105.3, 116.0, 98.6
> O=[N+]([O-])c1ccc(NCc2ccccc2)c([N+](=O)[O-])c1
→ 94.1, 100.3, 98.2, 98.8, 99.5, ., 91.8, 88.3
> COc1ccc(NC(=O)CN2CCN(c3cc(=O)[nH]c4ccc(F)cc34)CC2)cc1
→ 81.1, 89.5, 98.3, 90.7, 105.2, 97.0, 89.9, 100.9
> O=C(O)c1cccc(S(=O)(=O)O)c1
→ 99.6&101.3, 111.8&86.3, 110.2&101.3, 104.1, 102.1&111.2, 109.4&89.9, 100.8&92.1, 101.1&95.2
> CC(=O)NC(Cc1ccccc1)C(C)=O (centres undefined)
→ 92.9, 87.3, 89.7, 101.8, 102.5, 93.8, 105.2, 88.6
> CC(C)C(/C=C/c1[nH]ncc1-c1cc(Cl)ccc1O)N1CCOCC1 (centres undefined)
→ 76.8, 86.0, 82.3, 84.9, 95.8, 90.0, 105.7, 87.9
> Nc1nonc1-c1nc2ccccc2o1
→ 104.0, 117.6, 104.6, ., 109.1, 95.9, 131.8, 118.9
> CCOc1ccc(-n2cc(-c3ccc(N(C)C)cc3)[n+]3c2CCCCC3)cc1
→ 5.0*, 13.4, 9.1*, -17.4*, 15.1, -1.7*, 19.4, 27.3
> NC(Cc1ccc(OC(Cn2ccnc2[N+](=O)[O-])Cn2ccnc2[N+](=O)[O-])cc1)C(=O)O (centres undefined)
→ 90.5, 110.8, 121.3, 93.0, 123.4, 119.9, 118.0, 122.3
> Cc1csc[n+]1CC(=O)c1ccccc1
→ 97.2, 93.4, 96.4, 106.4, 107.4, 87.9, 104.6, 93.1
> Cc1c(C(=O)NCCCC(=O)NO)sc2ncnc(Nc3ccc(Cl)cc3)c12
→ 91.4, 108.8, 108.0, 110.9, 103.8, 116.5, 95.5, 102.6
> COc1ccc(C(=O)N/N=C/c2ccc(O)cc2O)cc1Nc1ccnc(C(F)(F)F)c1
→ 21.9, 23.4, 26.6, 29.2, 32.7, 55.6, 51.6, 35.3
> C=C[C@@H]1C[C@@H]2Cc3cc(Cl)ccc3N1O2
→ 111.6, 26.4, 95.4, 95.1, 92.5, 104.7, 99.3, 92.4
> CCN1CCN(c2nc(-c3ccccc3)nc3oc(-c4ccccc4)nc23)CC1
→ 91.5, 101.4, 97.4, 103.3, 103.0, 101.0, 102.9, 99.3
> O=C(O)CCc1ccccc1Cl
→ 101.5, 106.8, 104.4, 105.4, 108.3, ., 99.2, 99.1
> COc1cc2c(c(O)c1Cl)C(=O)c1c(O)cc(C[C@H](C)O)cc1[C@H]2[C@H]1c2cc(C[C@H](C)O)cc(O)c2C(=O)c2c1cc(OC)c(Cl)c2O
→ 7.7*, 14.9, 11.7, -14.6*, 11.3, 17.2, -57.9*, 12.3
> CC(=O)c1cnc2sc(C(=O)Nc3ccccc3)c(N)c2c1
→ 96.8, 107.2, 95.0, 87.4, 105.7, 107.8, 111.5, 86.5
> CC1=C(C(=O)OC(C)C)C(c2cccc(C#N)c2)C(C(=O)OC(C)C)=C(C)N1
→ 89.0, 82.8, 74.3, 77.1, 102.4, 124.2, 95.1, 81.7
> CCC(c1ccc2cc(O)ccc2c1)C(C)(C)C(=O)O (centres undefined)
→ 124.5, 106.4, 101.3, 106.2, 98.7, 93.4, 106.7, 64.7
> CCn1c(SCC(=O)Nc2cccc(C(=O)/C=C/c3cccc(O[N+](=O)[O-])c3)c2)nc2ccccc2c1=O
→ 50.3, 106.1, 79.8, 83.9, 100.8, 106.8, 89.8, 78.7
> Oc1cccc(Nc2nccc(-c3ccc4ccccc4c3)n2)c1
→ 25.3, 23.5, ., 15.6, -1.3*, 41.3, 37.2, .
> O=C(CC1c2ccccc2NC(=O)N1Cc1ccccc1)c1cnccn1 (centres undefined)
→ 86.8, 94.8, 88.8, 104.1, 105.5, ., 90.5, 97.1
> Cc1[nH]c(C2CC(c3ccccc3)=NN2C)c(C)c1C(=O)NCC(F)(F)F (centres undefined)
→ 89.1, 98.0, 101.3, 98.5, 103.2, 99.6, 109.1, 94.1
> N=C1CC(=O)NN1C(=O)c1cnc2n(c1=O)CCCCC2
→ 89.9, 95.3, 96.7, 119.5, 104.5, 102.9, 97.0, 86.5
> COc1ccc2c(=O)cc(-c3ccccc3)oc2c1
→ 105.5, 93.0, 86.2, ., 106.6, 99.0, 150.2, 43.2
> COc1ccc(C(c2cc(OC)c(OC)c(OC)c2)N2CCCCC2)cc1 (centres undefined)
→ 23.6, 31.5, 18.0, 9.3*, -21.8*, 49.7, 53.1, 18.5
> COc1ccc(NC(=O)/C=C(C)/C=C/C=C(C)/C=C/C2=C(C)CCCC2(C)C)cc1
→ 73.7, 76.1, 46.7, ., 95.7, 96.2, 38.3, .
> COc1cc2[nH]c(=S)n(-c3ccc(S(=O)(=O)Nc4ccc(Cl)nn4)cc3)c(=O)c2cc1OC
→ 92.3, 104.8, 102.1, 107.3, 101.1, 105.2, 101.2, 96.9
> NCC(=O)c1cccc2ccc[n+]([O-])c12
→ 76.1, 89.5, 102.7, 88.5, 106.2, 118.8, 99.6, 87.6
> COc1cccc(C=O)c1OC(C)=O
→ 87.3, ., 97.9, 105.1, 99.5, 109.6, 98.5, .
> CC1(C)OC(=O)c2c(nc3c(-c4nc5ccccc5s4)c(Nc4ccccc4)sc3c2N)O1
→ 78.5, 106.4, 106.1, 108.5, 110.6, 107.3, 80.0, 93.2
> N#CCc1ccc(Cl)cc1Cl
→ 98.7, 108.8, 103.9, 87.6, 97.7, 114.5, 106.5, 97.4
> O=S(=O)(NCCNc1cc(-c2c(-c3cccc(O)c3)nc3sccn23)ccn1)c1cccc(Cl)c1
→ 29.9, 20.5, 25.2, 38.3, 14.7, 29.9, 64.7, 23.2
> O=C(NC1CCN(Cc2ccccc2)CC1)c1cc2nc(-c3ccc(Cl)s3)cc(C(F)(F)F)n2n1
→ -68.2*, -34.3*, 5.5*, -66.2*, -82.0*, 66.0, 57.1, -9.0*
> O=C(NCC(O)CNC(=O)Nc1ccc(C2=NCC(O)CN2)cc1)Nc1ccc(C2=NCC(O)CN2)cc1 (centres undefined)
→ 91.8, 98.1, 100.8, 116.4, 102.9, 110.5, 109.6, 107.7
> CCOC(=O)NN1CC(O)=C(c2nc(-c3ccc(Br)cc3)cs2)C1=N
→ 102.8, 75.9, 78.4, ., 103.3, 116.3, 104.2, 61.4
> Cc1c(C(=O)Nc2nc3ccccc3s2)cnn1-c1ccccc1Br
→ 88.7, 96.8, 60.8, 87.0, 102.3, 92.9, 107.8, 85.9
> Cc1ccc(N2CCN(CC(O)COc3ccccc3)CC2)cc1 (centres undefined)
→ 99.3, 104.7, 113.2, 100.7, 119.4, 110.9, 88.6, .
> CC(=N)c1c(O)cc(C)oc1=O
→ 98.4, 97.4, 103.2, 112.9, 114.2, 104.8, 119.0, 93.3
> CC(C)(C)n1cc(-c2ccnc(NCCNS(=O)(=O)c3cccc(F)c3)c2)c(-c2ccccc2)n1
→ 67.8, 74.4, 44.2, 62.8, 99.8, 93.0, 87.0, 32.6
> O=c1c2ccccc2nnn1CCc1ccccc1
→ 82.5&95.8, 104.1&89.7, 108.2&99.3, 98.7&100.4, 110.8&103.4, 94.1&87.1, 89.6&94.7, 107.2&95.3
> O=C(Nc1ccccc1C1=NCCN1)Nc1ccccc1C1=NCCN1
→ 93.1, 101.4, 101.2, 98.2, 95.1, 138.0, 95.7, 91.5
> Nc1ncnc(Nc2ccc(S(N)(=O)=O)cc2)n1
→ 98.1, 110.0, 91.4, 100.5, 122.2, 108.5, 121.3, 107.6
> CC(c1ccccc1)C1CC(=O)N(C)C1=O (centres undefined)
→ 100.5, 95.6, 100.4, 103.1, 106.0, ., 115.2, 96.2
> CCOc1ccc2nc(NC(=O)c3ccc(C(F)(F)F)cc3)sc2c1
→ 98.6, 102.8, 107.9, 111.3, 96.6, 98.5, 105.8, 89.5

Remaining list, next part:
The line under a structure holds: MCF7, MOLT-4, K-562, MDA-MB-468, MDA-MB-435, BT-549, MDA-MB-231, SR
> COc1ccc(C2(CO)OC(CO)C(O)C2O)cc1 (centres undefined)
→ 97.3, 116.1, 100.6, 106.4, 102.2, 110.7, 87.0, 132.0
> O=Nc1ccc(O)c2ccccc12
→ -37.8*, 59.3, 12.1, 11.7, -63.8*, ., 52.5, 11.5
> N#CCC(=O)c1ccc(N)cc1
→ 97.4, 109.0, 100.0, 100.6, 102.6, 101.5, 101.7, 108.5
> COc1ccc(/C=N\NC(=O)c2ccc3nc(-c4ccc([N+](=O)[O-])cc4)[nH]c3c2)cc1
→ 82.6, 98.8, 94.9, 112.1, 101.5, 106.3, 98.3, .
> COC(=O)[C@H](O)[C@@H](N)Cc1ccccc1
→ 91.6, 110.0, 112.3, 100.7, 107.4, 107.2, 101.1, 122.5
> CCCCC1CCc2cccc3c(SCC(=O)N(C)c4ccccc4Br)cc[n+]1c23 (centres undefined)
→ 98.0, 102.1, 103.5, 102.5, 106.2, 114.0, 110.8, 111.2
> CCN1C(=O)N(CC)C2C1NC(=S)N2/N=C/c1ccc(C(F)(F)F)cc1 (centres undefined)
→ 33.2, 70.5, 37.0, 49.4, 4.5*, 71.0, 66.2, 28.4
> CC(=O)Nc1cccc(Nc2nc(NCc3ccccc3)c3ccccc3n2)c1
→ -77.2*, -61.0*, -59.0*, -93.7*, -92.8*, -86.8*, ., -45.3*
> O=C(O)c1ccc(NC(=O)c2nc(-c3ccccc3)n(-c3ccccc3)n2)cc1
→ 79.2, 95.8, 102.8, 97.0, 103.6, 106.4, 88.5, 88.9
> CCOC(=O)c1c(NC(=O)c2ccc(F)cc2)sc2c1CCCC2
→ 80.3, 106.2, ., 89.2, 103.2, 96.1, 104.8, 124.9
> COC(=O)c1cc(Cl)cc(NC(C)=O)c1Cl
→ 101.0, 101.6, 93.9, 95.7, 94.7, 98.1, 111.2, 92.9
> COc1ccc(C(=O)C[n+]2cccc3c4ccccc4ccc32)cc1
→ 18.1, 32.0, 16.4, 2.9*, 37.5, 33.2, 40.4, 34.4
> Clc1ccc2c(NCCNc3nc(N4CCCC4)nc4ccccc34)ccnc2c1
→ 28.5, -5.2*, -24.9*, -49.2*, -41.3*, -11.3*, -60.7*, -22.6*
> CCCCC(CC)COCCCNCC(=O)O (centres undefined)
→ 102.8, 96.0, 92.6, 101.9, 104.1, 99.2, 104.5, 88.7
> N#C/C(C(=O)c1ccccc1)=C1/C(=O)Nc2ccc(F)cc21
→ 96.4, 104.0, 110.4, 105.7, 107.3, 102.5, 92.2, 117.9
> COc1ccc(C(=O)c2ccc(OC)cc2O)c(O)c1
→ 121.2, 86.2, 86.5, 115.0, 99.2, ., 101.0, 83.8
> Fc1ccc(NCc2nnc(-c3ccccc3Cl)o2)cc1Cl
→ 58.5, 106.5, 88.1, 111.4, 103.2, 97.4, 106.7, 76.6
> NC(Cc1ccccc1)=Nc1ccc(S(=O)(=O)O)cc1
→ 100.5, 100.9, 107.9, 102.9, 103.6, 112.2, 102.2, 80.3
> COc1ccc(-c2nc(SCC(C)C)nc(N/N=C(/C)c3ccc(Br)cc3)c2C#N)cc1
→ 85.9, 83.3, 90.2, 86.7, 88.5, 93.0, 67.8, 113.8
> COc1ccc(-c2cn(-c3cccc(C(=O)/C=C/c4ccc(O)c(OC)c4)c3)c(=O)[nH]2)cc1
→ 15.2, 5.6*, 25.7, ., 20.5, 4.0*, 38.9, 7.0*
> Cc1ccc(Nc2cc(=O)[nH]c(N)n2)cc1
→ 100.3, 97.5, 92.6, 91.8, 113.1, 108.5, 86.3, 90.0
> C#CCOC(=O)c1ccc(Cl)cc1
→ 99.9, 100.4, 107.2, 104.5, 105.0, 114.7, 103.4, 98.4
> CCCCCCCCN1C(=O)[C@H]2Cc3c([nH]c4ccccc34)[C@H](C)N2C1=S
→ 90.9, 99.3, 100.5, 107.8, 101.1, 105.0, 99.1, 106.5
> Oc1ccc(CN2CCC(N3CCOCC3)CC2)c2cccnc12
→ 9.1*, ., 12.9, 36.6, 16.3, 29.8, 31.0, .
> CCCCCCCCCCCCCCCCCCCCCCOC(=O)CCC(=O)OCCCCCCCCCCCCCCCCCCCCCC
→ 98.6, 93.7, 111.8, 101.8, 109.9, 100.8, 104.8, .
> CCOC(=O)c1c(C)nc2[nH]n(-c3ccccc3)c(=O)c2c1-c1ccccc1
→ 83.3, 92.2, 95.3, 112.9, 102.7, 109.7, 93.6, 86.3

Screens from PubChem.
